Assay outcomes: PubChem BioAssay, several laboratories
KOR beta-arrestin-1 – KOR antagonists, beta-arrestin recruitment, cell-based, luminescence, uHTS (AID 1778); 0.091% of 290,000 active; inhibition, % at 10 µM, or IC50 in µM where a hit was titrated; KOR beta-arrestin recruitment, luminescence, antagonist mode; higher % means a stronger effect; further: strong numbers were not always called active
AID2073 – disruptors of CaV2.2 binding to Mint1 – biochemical, HTRF (AID 2073); HTRF protein-protein interaction, Mint1-CaV2.2; higher % means a stronger effect; one-dose inhibition, % at 20 µM; IC50 in µM for titrated hits; 0.19% of 290,000 active; in the data active means inhibition mostly above about 51%, no sharp cut-off; inconclusive means no clear call, values can overlap the other calls; inactive means mostly below about 53%; further: some results filed as inactive read as strong as hits
P. falciparum M17LAP – P. falciparum M17LAP inhibitors, primary screen, biochemical, fluorogenic H-Leu-NHMec substrate, 1536-well (AID 1619); recombinant M17LAP, H-Leu-NHMec fluorogenic kinetic assay; higher % means a stronger effect; inhibition, % at 30 µM, or IC50 in µM where a hit was titrated; 0.38% of 220,000 active;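 active means compound inhibiting the enzyme by more than half at any dose during confirmatory dose-response retesting; inconclusive means strong single-dose inhibitors picked by rank but not retested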;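 further: plate controls were full reaction with DMSO carrier for no effect and no enzyme background for full effect; strong numbers were not always called active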
M1AAP inhibition – P. falciparum M1AAP inhibitors, biochemical, fluorogenic H-Leu-NHMec substrate, 1536-well (AID 1445); recombinant M1AAP, H-Leu-NHMec fluorogenic kinetic assay; higher % means a stronger effect; inhibition, % at 30 µM, or IC50 in µM where a hit was titrated; 0.42% of 220,000 active;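 active means primary inhibition above the hit cutoff, then over 50% inhibition at one or more dose response concentrations, cut at about 23% in these data, passing the limit was not always enough; inconclusive means conflicting primary data, or primary hits not chosen for dose response; inactive means low primary inhibition, or under 50% at every dose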;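 further: plate controls were DMSO full reaction for no effect and no enzyme background for full effect; strong numbers were not always called active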
NOD1 NF-kB reporter – inhibition of NOD1-driven NF-kB reporter – cell-based, luminescence, uHTS, primary screen (AID 1578) | NOD1-driven NF-kB luciferase reporter cells, luminescence; higher % means a stronger effect | 1% of 290,000 active | inhibition, % at 4 µM; hits with a dose series show EC50 in µM; in the data active means inhibition mostly above about 36%, no sharp cut-off; inactive means mostly below about 34%;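 further: HEK-293T reporter cells stimulated with the NOD1 agonist gamma-tri-DAP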
Dynein cargo inh – blocks dynein driven cargo transport along microtubules; 3617.4 mouse cells, GR-EGFP nuclear translocation imaging; test concentration mostly 20 µM; stimulated with dexamethasone, 1 µM; stronger effect = lower value; z-score, hits read low; 0.47% of 220,000 active;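 active means plate z-score of nuclear minus cytoplasmic receptor signal below a set negative limit, without overly bright fluorescence or cell loss, cut at about -3.5 in these data, passing the limit was not always enough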;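 further: z-score of nuclear minus cytoplasmic ring GR-EGFP intensity difference per well; some compounds called inactive have numbers as strong as hits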
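medium = tetracycline-free induction medium containing charcoal-stripped FBS | probe or stimulus = dexamethasone, 1.0 µM final | timing = 48 h induction, then 1 h compound, then 30 min agonist, 37 °C | detection = automated 10x imaging of fixed Hoechst-stained cells | read-out basis = nuclear versus cytoplasmic GR-EGFP signal, averaged per well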
HEK293 NOD2/NF-kB – NOD2 signaling inhibitors, cell-based, luminescence, uHTS, HEK293 (AID 1566); HEK293 NOD2/NF-kB luciferase reporter, luminescence; higher % means a stronger effect; inhibition, % at 4 µM; hits with a dose series show EC50 in µM; 0.63% of 290,000 active; further: many of its hits are not listed in these tables
GPR55 activation – GPR55 agonists via beta-arrestin recruitment, primary screen, imaging, U2OS cells, beta-arrestin-GFP redistribution (AID 1961). U2OS GPR55 beta-arrestin-GFP redistribution imaging; higher % means a stronger effect. activation, % at 10 µM; hits with a dose series show EC50 in µM. 0.048% of 290,000 active;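 active means activation above 40% with more than 50 cells counted in the well; inconclusive means wells holding fewer than 50 cells, flagged as toxic or sparse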;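 further: U2OS osteosarcoma cells stably expressing GPR55 and beta-arrestin-GFP; plate controls were DMSO negative control for no effect and LPI positive control for full effect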
KOR beta-arrestin-2 – kappa opioid receptor activators – cell-based, luminescence, uHTS, primary screen (AID 1777). KOR beta-arrestin recruitment, luminescence; higher % means a stronger effect. activation, % at 10 µM, or EC50 in µM where a hit was titrated. 0.02% of 280,000 active; in the data active means activation above about 50%, passing the limit was not always enough; further: a part of the inactive calls stands beside numbers as strong as those of hits
Dynein cargo inh cytoplasmic EGFP – second read-out of Dynein cargo inh, no call of its own (marks repeat the call); z-score; measured here: cytoplasmic GR-EGFP intensity; stronger effect = higher value
Dynein cargo inh nuclear GR-EGFP – second read-out of Dynein cargo inh, no call of its own (marks repeat the call); z-score; measured here: nuclear GR-EGFP intensity;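 lower value marks the stronger effect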
Dynein cargo inh cell count – also measured in Dynein cargo inh; calls as there; z-score; measured here: cell count per field
Active calls of the source: *; ? = inconclusive; nt = no result given; [ ] = another dose, or the depositor's remark. Unless noted, no stated cut-off is given here; in the data, active means inhibition above about 50%; inactive means the rest. These rows are one share of the data, so the mix of outcomes need not match the whole.

Each structure is followed by: KOR beta-arrestin-1	AID2073	P. falciparum M17LAP	M1AAP inhibition	NOD1 NF-kB reporter	Dynein cargo inh	Dynein cargo inh cytoplasmic EGFP	Dynein cargo inh nuclear GR-EGFP	Dynein cargo inh cell count	HEK293 NOD2/NF-kB	GPR55 activation	KOR beta-arrestin-2
- COC(=O)c1c[nH]n2c(=O)c(C(C)C)c(C)nc12
  5%	23%	-15%	1%	-14%	0.026	-0.25	0.38	-0.27	15%	0.1%	0.8%
- O/N=C/c1cn(-c2ccc(Cl)cc2)nn1
  -24%	4%	1%	2%	-56%	1.3	-0.23	0.44	-0.6	-43%	-0.3%	-0.3%
- CC(=O)Nc1ccc(OCC=C(Cl)Cl)cc1
  23%	-6%	-3%	7%	-36%	0.1	-0.26	0.4	3	-12%	-0.1%	-5.9%
- Cc1cc(NC(=O)CCC(=O)N(c2ccccc2)C2(C(=O)NC3CCCCC3)CCCC2)no1
  17%	-3%	-3%	-4%	-5%	-0.11	-0.21	-0.0013	0.11	-10%	1.1%	8.0%
- NS(=O)(=O)c1ccc(CCNC(=O)c2nc(CS(=O)(=O)c3ccc(Cl)cc3)no2)cc1
  -16%	5%	nt	nt	-6%	nt	nt	nt	nt	20%	-0.3%	-5.0%
- COCCn1c(=NC(=O)CSC(C)=O)sc2cc(OC)ccc21
  19%	19%	23%	4%	-9%	1.8	-0.065	1.3	-0.68	-5%	0.3%	-1.1%
- CC1=CC(c2ccccc2)n2nc(N3C(=O)C4CC=CCC4C3=O)nc2N1 (stereo not drawn)
  -5%	1%	-42%	-3%	2%	0.98	-0.39	1.2	-1.2	23%	-0.2%	0.4%
- O=C(c1ccc(F)c(F)c1)N1CCCc2ccccc21
  -12%[20 µM]	12%	nt	nt	-12%	nt	nt	nt	nt	16%	0.3%	5.4%
- O=C(CSc1nccc(=O)[nH]1)Nc1ccc(Oc2ccccc2)cc1
  -5%[20 µM]	5%	nt	nt	5%	nt	nt	nt	nt	28%	0.2%	-1.4%
- O=C(NCc1ccccc1F)C1CCCN1C(=O)NC1CCCCC1 (stereo not drawn)
  -11%	11%	-19%	7%	-6%	1.3	-0.0049	0.97	-1.6	16%	-0.3%	-1.5%
- CC(=NCc1ccco1)c1c(C(F)(F)F)[nH]n(-c2nc3ccccc3s2)c1=O
  -5%	-1%	3%	1%	-36%	-0.36	-0.13	-0.15	0.27	-16%	-0.2%	-4.9%
- CCN(CC)Cc1c(CC(C)C)oc(C)c1C(=O)O
  2%	0%	0%	2%	-7%	-0.23	-0.13	0.023	0.23	21%	0.3%	8.8%
- CCN(CC)C(=O)c1sc(NC(=O)Cc2cccs2)c(C#N)c1C
  19%	7%	15%	6%	-13%	-0.19	0.029	-0.028	0.18	15%	0.2%	3.5%
- CCc1nn(C(C)C(=O)N2CCN(c3ccccc3)CC2)c(=O)c2cc3occc3n12 (stereo not drawn)
  -15%	7%	nt	nt	-3%	nt	nt	nt	nt	9%	-0.1%	2.2%
- COC(=O)c1nn(-c2ccc(OC)cc2)c(=O)cc1Oc1ccccc1
  7%	18%	0%	9%	-10%	0.17	-0.2	-0.12	0.11	5%	0.0%	2.4%
- Cc1cc(=O)[nH]c2c1cnn2Cc1ccccc1
  11%	10%	2%	4%	nt	0.35	-0.26	0.082	-0.19	10%	0.3%	2.4%
- Cc1ccc(CC(=O)Nc2ccccc2-c2ccccc2)cc1C
  -40%	14%	-13%	-3%	-5%	4.2	-0.24	1.3	-1.7	-6%	-0.4%	3.1%
- COc1ccccc1N1CCN(C(=O)C2CC=CCC2C(=O)O)CC1 (stereo not drawn)
  9%	-19%	14%	-5%	-8%	-0.59	-0.21	-0.028	0.12	1%	-0.1%	4.5%
- O=C(Nc1cccnc1N1CCOCC1)c1cccs1
  nt	8%	-4%	-9%	-10%	-0.22	0.11	-0.31	1.1	-17%	0.0%	-0.8%
- CCOC(=O)C1CCCN(C(c2ccccn2)c2c(C)[nH]c3ccccc23)C1 (stereo not drawn)
  5%	-5%	-2%	15%	23%	0.57	0.038	0.52	-0.19	37%	-0.3%	-6.9%
- COc1ccc(-n2cc(-c3ccccc3)[nH]c2=S)c(OC)c1
  12%	-32%	nt	nt	0%	nt	nt	nt	nt	-48%	0.5%	-0.9%
- Cc1ccc(NC(=O)c2cccc(C(=O)OC(C)C)n2)c(Br)c1
  -10%	8%	6%	5%	-15%	0.32	-0.15	0.32	-1.5	-2%	1.2%	-1.6%
- O=C(NCc1ccccc1)Nc1cccn(Cc2ccccc2Cl)c1=O
  23%[20 µM]	?	3%	7%	27%	0.065	-0.27	0.039	0.35	21%	0.2%	-6.4%
- CC(=O)c1ccc(NC(=O)COC(=O)c2ccccc2N=Nc2ccc(N(C)C)cc2)cc1
  7%	6%	10%	10%	-18%	0.3	-0.12	-0.025	-1.3	-14%	0.0%	-6.2%
- COc1cccc(N2C(=O)N(c3ccccc3)C3CS(=O)(=O)CC32)c1 (stereo not drawn)
  -19%	4%	5%	-10%	-32%	-0.57	-0.21	-0.11	1.1	13%	-0.1%	9.7%
- CCCc1nc2oc3c(NCCN(C)C)ncnc3c2c2c1CCCC2
  -12%	18%	18%	6%	-5%	-0.46	0.096	0.037	0.066	11%	-0.3%	9.1%
- COc1ccc(-n2cc(-c3ccccc3)c3c(NN4CCOCC4)ncnc32)cc1
  7%	-5%	13%	8%	-1%	-0.38	-0.29	-0.14	1.1	15%	0.1%	5.8%
- CCn1ccnc1CN(C)C(=O)C1CCC(=O)N(Cc2cccc(F)c2)C1 (stereo not drawn)
  -21%	16%	nt	nt	-1%	nt	nt	nt	nt	0%	-0.2%	4.2%
- CCOC(=O)C1(CCCc2ccccc2)CCN(Cc2ccn[nH]2)CC1
  -1%	29%	1%	-2%	-27%	-0.76	-0.29	-0.55	0.65	-1%	0.1%	-6.2%
- Nc1n[nH]c(=S)n1/N=C1/C(=O)Nc2ccccc21
  18%	50%	12%	12%	-47%	-0.82	-0.22	-1.1	0.45	11%	-0.6%	-5.9%
- Cc1ccc2[nH]c3c(c2c1)CN(C(=O)CN1CC(C)OC(C)C1)CC3 (stereo not drawn)
  25%	7%	18%	7%	-22%	-0.22	1.9	0.29	0.21	17%	-0.1%	0.1%
- O=C(NCC1CCCCC1)c1cccc(S(=O)(=O)NCc2cccnc2)c1
  -4%	10%	0%	10%	-38%	1.1	-0.026	-0.095	-1.4	-2%	-0.5%	-3.9%
- CCOCCCNC(=O)c1cc(Nc2ccc(OC)cc2OC)nc2ccccc12
  2%	3%	nt	nt	-9%	nt	nt	nt	nt	-8%	0.0%	-4.2%
- CCCCn1c(CCc2ccccc2)nc2cc3[nH]c(=O)c(C(C)C)nc3cc21
  -33%[20 µM]	16%	nt	nt	33%	nt	nt	nt	nt	20%	-0.1%	-2.2%
- CCOc1ccccc1NC(=S)NCCc1ccccc1
  -14%	-10%	-3%	-2%	-11%	-0.85	-0.25	0.18	1.1	29%	0.2%	-6.0%
- Cc1c(C)c2c(OCC(=O)NCc3cccnc3)cc3c(c2oc1=O)CCC(C)(C)O3
  -27%[20 µM]	32%	nt	nt	-9%	nt	nt	nt	nt	19%	-0.1%	-8.1%
- CCOC(=O)Nc1sc2c(c1C#N)CCCC2
  -5%	10%	2%	19%	-72%	0.18	-0.24	0.28	-0.22	-30%	-0.1%	2.4%
- CCOC(=O)N1CCN(C(=O)c2ccc(OCC)cc2)CC1
  -4%[20 µM]	2%	-10%	9%	-21%	-1	-0.29	-0.46	0.54	14%	0.0%	nt
- CCCCOCCCNS(=O)(=O)c1ccccc1
  -33%	4%	-2%	3%	12%	0.38	-0.42	0.34	0.087	13%	-0.1%	1.6%
- CCc1ccc(/C=C2\Oc3ccc(C(=O)OC)cc3C2=O)cc1
  -16%	4%	7%	6%	-30%	-0.19	-0.32	-0.43	0.31	4%	0.1%	15%
- CCOc1ccc(NC(=O)CN(C)S(=O)(=O)c2ccc(-c3ccc(=O)[nH]n3)s2)cc1
  -35%	32%	nt	nt	-6%	nt	nt	nt	nt	3%	0.7%	3.1%
- COc1ccc(-c2nnnn2C(C)C)cc1S(=O)(=O)Nc1ccccc1
  10%	2%	-7%	10%	-1%	-0.78	-0.2	-0.057	0.16	15%	1.1%	4.9%
- Cc1ccc(C(=O)C(c2ccccc2)N2Cc3ccccc3C2=N)cc1 (stereo not drawn)
  -58%	18%	6%	0%	34%	1.2	-0.024	0.35	-0.54	21%	1.2%	0.3%
- COc1ccc(CCNS(=O)(=O)c2ccc(S(=O)(=O)N3CCCC3)cc2)cc1OC
  31%	6%	1%	4%	-1%	1.4	-0.18	1.1	-1	11%	0.3%	-2.7%
- COC(=O)c1ccc(CC(=O)c2nc3ccccc3s2)cc1
  22%	6%	-5%	0%	-21%	-0.21	0.1	0.021	0.12	-18%	0.7%	1.4%
- COc1ccc(C(=O)NNC(=O)C(=O)Nc2ccc(C)cc2)cc1
  -3%	13%	nt	nt	-23%	nt	nt	nt	nt	-3%	0.1%	-3.6%
- COc1ccc(-c2nnc(SC3CCOC3=O)n2C2CCCCC2)cc1OC (stereo not drawn)
  -3%	20%	0%	3%	5%	0.11	-0.23	0.2	0.5	5%	0.1%	3.5%
